IDE act – boosts human insulin-degrading enzyme activity in HEK cells; P14735; FAbeta-B cleavage, fluorescence polarization; 0% vehicle, 100% cell-free pure enzyme wells; activation, % at 5.96 µM; 340,000 tested, 0.073% active; AID 493087;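 active means activation above the mean of all tested compounds plus 3 SD, set per screening campaign, cut at about 17% in these data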
CRFBP-R2 block – antagonists of CRF-binding protein/CRF-R2 receptor complex. HEK293 CRF-R2/CRF-BP, CRF-induced calcium fluorescence. inhibition, % at 11.8 µM. 350,000 tested, 0.59% active. AID 588475;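 active means inhibition of the ligand-induced calcium signal above about 50% at the single tested concentration, limit read from the data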
PHOSPHO1 block – inhibitors of human PHOSPHO1 phosphatase | Q8TCT1 | recombinant PHOSPHO1, absorbance phosphatase assay | 290,000 tested, 1.1% active | AID 1565 | inhibition, % at 13.3 µM; in the data active means inhibition above about 60%
CRFBP-R2 agonist – agonists of human CRF-binding protein/CRF-R2 receptor complex. HEK293 CRF-R2/CRF-BP, calcium dye fluorescence (FLIPR); percent of saturating CRF peptide response. activation, % at 13.2 µM. 350,000 tested, 0.46% active;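 active means activation of at least 50%, plus an integration ratio under a set limit after plate pattern correction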;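 further: plate controls were neutral control wells without compound for no effect and CRF at EC100 for full effect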
IDE inh – cellular human IDE inhibition; P14735; HEK cells, FAbetaB cleavage, fluorescence polarization; inhibition, % at 5.59 µM; 320,000 tested, 0.41% active;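 active means percent inhibition above the average of all tested compounds plus 3 SD, set per screening campaign, cut at about 16% in these data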;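 further: IDE supplied by intact live HEK cells; FP after avidin binding of uncleaved biotin substrate so inhibition keeps polarization high; 0% = DMSO wells and 100% = 60 µM reference IDE inhibitor Ii1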
M4 PAM – CHRM4 positive allosteric modulation. 360,000 tested, 0.4% active. CHO-K1 hM4/Gqi5, Fluo-8 calcium fluorescence, ACh EC20; 0% = ACh EC20, 100% = maximal ACh. AID 624126. activation, % at 3 µM. P08173;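 active means activation above its plate's cutoff, the mean activation of sample wells plus 3 SD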; further: some results filed as inactive read as strong as hits
MEKK3 PB1 HTS – modulators (inhibitors or enhancers) of MEK5 binding to human MEKK3 PB1 domain; bead-based flow cytometry, Alexa488-MEK5 binding to MEKK3; actives lie on both sides; 0 = blocked by unlabeled MEK5, 100 = vehicle; binding response (% of control), % at 10 µM; 290,000 tested, 1.4% active; AID 1529; Q99759;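 active means binding response more than 3 SD above or below the average of its plate-row segment, actives on both sides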;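 further: Alexa488 bead fluorescence after subtracting the streptavidin-only scavenger bead signal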
GalR3 antag – blocks the human galanin receptor 3; O60755; HEK293 GalR3-CNG cAMP membrane potential fluorescence; galR3 body fused to GalR1 C-terminus; inhibition, % at 3 µM; 360,000 tested, 0.44% active; AID 651719;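 active means inhibition above the screen-wide average plus 3 SD, cut at about 13% in these data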;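 further: forskolin and galanin both at EC90 stimulate the cells; cAMP rise reported by CNG channel membrane potential dye signal; 0% = forskolin plus galanin with DMSO and 100% = forskolin alone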
pCIP destab – compounds decreasing mouse p/CIP protein stability | Q05BA5 | F442A p/CIP-EGFP cells, EGFP fluorescence, 16 h | decrease of EGFP signal, % at 10 µM | 290,000 tested, 0.01% active | AID 1984;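 active means EGFP signal decrease of at least 30% at 10 µM or well 3 SD below plate mean, unless failing retest; inactive means the rest, including hits failing retest or dose response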; further: some compounds called inactive have numbers as strong as hits; many of its hits are not listed in these tables
Target sequence (Q05BA5 1-1403): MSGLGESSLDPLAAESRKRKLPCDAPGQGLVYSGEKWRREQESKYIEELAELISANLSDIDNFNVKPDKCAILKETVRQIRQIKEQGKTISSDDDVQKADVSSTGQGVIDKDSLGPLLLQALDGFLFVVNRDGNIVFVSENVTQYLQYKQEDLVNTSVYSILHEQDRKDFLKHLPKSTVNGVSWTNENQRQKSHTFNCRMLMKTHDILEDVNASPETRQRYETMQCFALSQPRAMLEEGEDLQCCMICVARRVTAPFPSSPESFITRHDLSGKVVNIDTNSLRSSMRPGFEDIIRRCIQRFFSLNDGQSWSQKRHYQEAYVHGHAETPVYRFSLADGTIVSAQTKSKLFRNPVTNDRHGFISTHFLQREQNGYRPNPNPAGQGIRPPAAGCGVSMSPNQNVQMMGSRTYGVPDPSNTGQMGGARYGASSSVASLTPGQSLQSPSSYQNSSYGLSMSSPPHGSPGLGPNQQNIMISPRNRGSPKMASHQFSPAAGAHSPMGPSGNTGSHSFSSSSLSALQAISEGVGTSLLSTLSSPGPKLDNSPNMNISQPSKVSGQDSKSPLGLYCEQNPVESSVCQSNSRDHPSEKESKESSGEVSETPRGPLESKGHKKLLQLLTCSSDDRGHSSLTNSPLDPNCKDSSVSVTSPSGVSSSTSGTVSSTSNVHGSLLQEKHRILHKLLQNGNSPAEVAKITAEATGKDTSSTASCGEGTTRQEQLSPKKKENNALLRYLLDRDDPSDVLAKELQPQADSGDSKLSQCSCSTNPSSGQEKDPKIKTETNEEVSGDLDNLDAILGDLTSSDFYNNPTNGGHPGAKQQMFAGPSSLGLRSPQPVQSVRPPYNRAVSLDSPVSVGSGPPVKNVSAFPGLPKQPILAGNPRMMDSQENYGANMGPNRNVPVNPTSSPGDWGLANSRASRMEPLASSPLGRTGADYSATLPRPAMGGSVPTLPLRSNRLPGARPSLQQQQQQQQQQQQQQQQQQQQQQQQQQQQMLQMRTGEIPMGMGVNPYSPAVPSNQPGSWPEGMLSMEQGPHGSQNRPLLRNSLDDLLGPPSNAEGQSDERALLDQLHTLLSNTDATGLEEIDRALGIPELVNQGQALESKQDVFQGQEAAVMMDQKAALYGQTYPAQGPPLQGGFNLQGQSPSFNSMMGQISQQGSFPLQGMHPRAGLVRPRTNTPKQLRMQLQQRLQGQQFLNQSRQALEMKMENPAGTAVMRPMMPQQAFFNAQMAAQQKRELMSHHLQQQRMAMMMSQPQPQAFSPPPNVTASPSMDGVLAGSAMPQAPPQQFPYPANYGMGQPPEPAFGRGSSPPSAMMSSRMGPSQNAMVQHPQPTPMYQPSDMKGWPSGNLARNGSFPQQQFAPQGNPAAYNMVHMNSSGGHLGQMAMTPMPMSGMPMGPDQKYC
Numbers without * were called inactive; x = not tested or not shown.

Start of the listing, in advance:
Below each SMILES: IDE act	CRFBP-R2 block	PHOSPHO1 block	CRFBP-R2 agonist	IDE inh	M4 PAM	MEKK3 PB1 HTS	GalR3 antag	pCIP destab
> CCOC(=O)Cn1nc(C)c(NC(=O)c2ccc(Br)o2)c1C
  -1	-12	28	0.2	2	10	94	-11	-2
> O=C(Nc1cccc2ccccc12)NC(Cc1ccccc1)C(=O)O (stereo unspecified)
  5	19	42	0.2	-1	8	103	-7	3
> COc1ccc(CC(=O)NNC(=O)COc2ccc(F)cc2)cc1S(=O)(=O)N1CCOCC1
  7	12	x	0.3	2	4	x	-6	x
> CCCSc1ccccc1C(=O)N1CCN(C(=O)c2ccco2)CC1
  4	2	42	2.0	2	3	100	0	-2
> CCc1nnc(NC(=O)CSc2nc(-c3ccc(F)cc3)cc(-c3ccccc3)c2C#N)s1
  6	-5	-16	6.1	x	2	96	1	-2
> Cn1cnnc1SCC(=O)Nc1nc(-c2ccccc2)cs1
  x	12	20	-0.3	4	3	89	-6	-14
> CN(NC1OC(=O)c2ccccc21)c1ncc(C(F)(F)F)cc1Cl (stereo unspecified)
  -1	3	-28	-1.2	2	3	100	-3	7
> Cc1cc(C)c(S(=O)(=O)N2CCCC(C(=O)NCCC3=CCCCC3)C2)c(C)c1 (stereo unspecified)
  3	13	27	-1.6	9	11	105	1	-14
> CC(C)NC(=O)c1nn(C)c2ccccc12
  -1	15	18	0.2	-5	12	91	-13	5
> COc1ccc(C(=O)NNC(=O)c2cc(C)[nH]n2)cc1
  4	6	43	-0.6	-2	0	95	1	-21
> CC(OC(=O)C1CCN(c2ccc(C(F)(F)F)cn2)CC1)C(=O)c1ccccc1 (stereo unspecified)
  6	-13	x	5.5	-1	6	x	0	x
> O=C(c1cc(F)ccc1F)C1CCCN(C(=O)c2ccc(F)cc2Cl)C1 (stereo unspecified)
  2	-1	48	-5.4	-2	2	108	-2	-20
> COc1ccc(NC(=O)c2ccc3c(c2)OCO3)cc1Cl
  1	-5	14	-1.4	8	5	88	-4	13

Main list, previewed entries included:
Below each SMILES: IDE act	CRFBP-R2 block	PHOSPHO1 block	CRFBP-R2 agonist	IDE inh	M4 PAM	MEKK3 PB1 HTS	GalR3 antag	pCIP destab
> CCOC(=O)Cn1nc(C)c(NC(=O)c2ccc(Br)o2)c1C
  -1	-12	28	0.2	2	10	94	-11	-2
> O=C(Nc1cccc2ccccc12)NC(Cc1ccccc1)C(=O)O (stereo unspecified)
  5	19	42	0.2	-1	8	103	-7	3
> COc1ccc(CC(=O)NNC(=O)COc2ccc(F)cc2)cc1S(=O)(=O)N1CCOCC1
  7	12	x	0.3	2	4	x	-6	x
> CCCSc1ccccc1C(=O)N1CCN(C(=O)c2ccco2)CC1
  4	2	42	2.0	2	3	100	0	-2
> CCc1nnc(NC(=O)CSc2nc(-c3ccc(F)cc3)cc(-c3ccccc3)c2C#N)s1
  6	-5	-16	6.1	x	2	96	1	-2
> Cn1cnnc1SCC(=O)Nc1nc(-c2ccccc2)cs1
  x	12	20	-0.3	4	3	89	-6	-14
> CN(NC1OC(=O)c2ccccc21)c1ncc(C(F)(F)F)cc1Cl (stereo unspecified)
  -1	3	-28	-1.2	2	3	100	-3	7
> Cc1cc(C)c(S(=O)(=O)N2CCCC(C(=O)NCCC3=CCCCC3)C2)c(C)c1 (stereo unspecified)
  3	13	27	-1.6	9	11	105	1	-14
> CC(C)NC(=O)c1nn(C)c2ccccc12
  -1	15	18	0.2	-5	12	91	-13	5
> COc1ccc(C(=O)NNC(=O)c2cc(C)[nH]n2)cc1
  4	6	43	-0.6	-2	0	95	1	-21
> CC(OC(=O)C1CCN(c2ccc(C(F)(F)F)cn2)CC1)C(=O)c1ccccc1 (stereo unspecified)
  6	-13	x	5.5	-1	6	x	0	x
> O=C(c1cc(F)ccc1F)C1CCCN(C(=O)c2ccc(F)cc2Cl)C1 (stereo unspecified)
  2	-1	48	-5.4	-2	2	108	-2	-20
> COc1ccc(NC(=O)c2ccc3c(c2)OCO3)cc1Cl
  1	-5	14	-1.4	8	5	88	-4	13
> Cc1ccccc1NC(=O)NCCCN1CCN(C2CCCCC2)CC1
  6	8	-10	0.4	3	-4	113	2	-3
> O=C(Cc1cccs1)NCCS(=O)(=O)N1CCN(c2ccccc2)CC1
  x	1	x	1.1	x	1	x	-6	x
> COc1ccc(N2C(=O)CC(c3cc(OC)c(OC)c(OC)c3)CC2=O)cc1
  8	8	-17	-0.9	-1	-4	125	-1	-6
> COC(=O)Cn1cnc2scc(-c3ccc(C)cc3)c2c1=O
  3	-9	x	-3.4	-1	-1	116	-3	-2
> O=C(Cc1ccc(S(=O)(=O)N2CCCCC2)cc1)NCc1ccc(Cl)cc1
  -2	0	x	-0.3	1	0	x	-3	x
> CC(C)(C)c1ccc(C(=O)CCCSC2=C(C#N)C(c3ccco3)C3=C(CCCC3=O)N2)cc1 (stereo unspecified)
  5	-3	71*	0.2	-3	-9	99	-4	-2
> Cc1cccc2sc(NC(=O)c3ccc(Cl)s3)nc12
  1	3	-11	1.1	4	1	100	1	-10
> O=C(CCCCCn1c(=S)[nH]c2ccc(N3CCOCC3)cc2c1=O)NCc1cccc(Cl)c1
  2	12	-10	-1.4	4	-2	104	-4	3
> Cc1ccccc1NC(=O)c1c([N+](=O)[O-])c(C(C)(C)C)nn1C
  2	-12	3	-0.3	-3	-3	93	4	4
> CN(C)c1ccc(/C=N/NC(=O)COc2ccccc2)cc1
  2	-19	8	-0.6	2	1	103	-4	4
> COc1ccc(C2CC(c3cccs3)=NN2c2ccc(F)cc2)cc1OC (stereo unspecified)
  3	6	-18	-1.0	4	1	86	-6	-24
> COc1ccc2nc(NC(=O)c3ccc([N+](=O)[O-])o3)sc2c1
  4	12	18	-0.7	4	-2	101	-7	-19
> COC(=O)CSc1nc(N)c(NC(=O)c2ccc(OC)c(OC)c2)c(=O)[nH]1
  4	1	10	0.7	3	2	105	x	-12
> CCOCC(=O)Nc1nc2ccc(OCC)cc2s1
  2	-27	-1	-0.6	1	10	97	-2	-7
> COc1cccc(C(=O)C[n+]2cccc3cc(OC)ccc32)c1
  3	1	x	15	7	-3	x	-8	x
> O=C1COc2ccc(S(=O)(=O)N3CCN(c4cccc(Cl)c4)CC3)cc2N1
  8	-6	-4	-0.5	-3	1	98	-7	5
> CC(C)C[C@H](NC(=O)C1CC(=O)N(c2ccc3c(c2)OCO3)C1)C(=O)NC1CCCC1 (stereo partly specified)
  -1	-14	70*	3.1	5	2	101	-9	-12
> COc1ccccc1-c1n[nH]c(=S)n1Cc1ccccc1
  -12	-2	-37	-1.0	-5	-5	109	-9	-1
> Cc1c(/C=N/NC(=O)c2ccc3c(c2)OCO3)cnn1C
  2	-18	6	3.5	-1	1	102	-1	-11
> O=C(N/N=C/c1cccnc1)C1CC1(c1ccccc1)c1ccccc1 (stereo unspecified)
  0	-45	11	0.3	2	6	97	-3	-8
> COc1ccccc1CNC(=O)C1CCN(S(=O)(=O)c2c(C)noc2C)CC1
  -3	0	0	-1.5	-2	-2	105	2	-5
> O=C(NC1CCCCC1)N1CCN(Cc2ccco2)CC1
  0	3	23	0.9	-3	-5	101	-4	1
> COc1ccccc1C(=O)NCCC(=O)Nc1ccc(S(=O)(=O)N2CCC(C)CC2)cc1
  -1	-14	x	0.2	-1	7	x	-3	x
> Cc1ccc(C(=O)Cn2c(C(=O)/C=C/c3ccccc3)nc3ccccc32)cc1
  2	11	20	-1.6	-1	2	97	0	-4
> O=C(c1ccccc1)N1CCCCC(S(=O)(=O)c2ccccc2)C1=O (stereo unspecified)
  -1	15	-16	-2.4	5	8	99	1	-3
> O=C(NC1CCCCCC1)c1cc2ccccc2oc1=O
  -2	-5	x	-1.3	4	4	98	-12	7
> CCc1nnc(NC(=O)c2c(-c3ccccc3)noc2C)s1
  5	-12	49	0.5	0	-1	100	-9	-9
> COc1cc(OC)cc(C(=O)NCCNc2nc3cc(C)cc(C)c3cc2C#N)c1
  -6	4	8	0.4	2	5	105	-6	-15
> O=C(O)CC1Sc2ccccc2NC1=O (stereo unspecified)
  -1	3	13	1.1	6	2	102	1	6
> CN(CC(=O)NCc1ccc2c(c1)OCO2)S(=O)(=O)c1ccc(F)cc1
  -2	-2	10	-0.4	-1	-9	99	-4	-10
> O=C(c1cc(-c2ccccc2Cl)on1)N1CCN(C(=O)c2ccco2)CC1
  1	29	11	0.0	2	3	103	-6	5
> COc1ccccc1NC(=O)c1ccccc1NC(=O)c1ccccc1C(=O)O
  2	9	56	1.1	9	-1	103	-7	0
> O=C1NCCN1c1ccccc1
  5	-12	x	-1.8	x	2	x	-5	x
> CCOc1ccc(NC(=O)C2CC(=O)N(C)C(=Nc3ccc4c(c3)OCO4)S2)cc1 (stereo unspecified)
  1	10	13	1.4	1	-9	103	-1	-2
> O=C(CCNS(=O)(=O)c1ccc(Br)cc1)N1CCN(c2ccccc2O)CC1
  5	-1	x	-0.2	1	-3	x	-1	x
> CN(C)c1ccc(C2NC(=O)c3ccccc3N2)cc1 (stereo unspecified)
  11	0	39	-2.1	-2	-1	98	-3	-3
> CC(C)[C@H](NC(=O)c1ccccc1F)C(=O)NCc1ccc(S(N)(=O)=O)cc1
  -2	5	12	-0.2	2	15*	100	-4	5
> Cc1ccc(C(=O)N2CCN(C(=O)c3ccco3)CC2)cc1NC(=O)c1ccco1
  -3	16	37	-0.8	8	5	106	-7	4
> Cc1cccc(N(C(=O)C(F)(F)F)C(C(=O)NC2CCCCC2)c2cccs2)c1 (stereo unspecified)
  -2	8	24	-0.4	7	-5	101	-6	-2
> CN(CCO)CCC(=O)NC1(C)CS(=O)(=O)CC1S(=O)(=O)O (stereo unspecified)
  5	7	-3	2.9	5	5	92	2	1
> C[C@@H]1CN([C@@H](C)CO)C(=O)c2cc(Br)cnc2O[C@H]1CN(C)Cc1ccc(-c2ccccc2)cc1
  x	-2	x	-0.2	x	-3	x	-7	x
> C[C@@]12CCC3[C@@](CCC4[C@@]3(C)CCC[C@@]4(C)C(=O)NC3CCCCC3)(CC1=O)C2 (stereo partly specified)
  3	-2	x	-0.1	-2	0	x	-4	x
> CC1(C)CC(=O)C2=C(C1)N(Cc1ccco1)C(=O)C2(NC(=O)C1CCCCC1)C(F)(F)F (stereo unspecified)
  6	1	-3	0.2	6	12	104	-3	-6
> CCc1cc(C(=O)NC2CCCc3c2cnn3-c2cccc(C)c2C)n(C)n1 (stereo unspecified)
  x	7	6	-10	4	x	99	99*	-3
> CCOC(=O)Cc1csc(NC(=S)NC(=O)c2cccc([N+](=O)[O-])c2)n1
  3	12	-8	6.3	2	6	139*	-2	8
> COc1ccccc1NC(=O)Cn1nc(-c2ccncc2)nc1SCC(=O)NC1CCCC1
  6	0	0	-1.1	6	-2	99	-4	1
> CCCCOC(=O)CSc1nc2ccccc2o1
  x	8	15	1.1	2	-6	94	-6	2
> CC1(C)Cc2nc(-c3ccccc3)nc(SCC(O)CO)c2CO1 (stereo unspecified)
  x	-8	16	-1.2	7	-5	102	6	-7
